High-throughput results from PubChem.
eIF4E-4G inh – eIF4E/eIF4G interaction inhibition in translation initiation. TR-FRET eIF4E-eIF4GI(517-606) binding, 2 h. inhibition, % at 21.7 µM. hit rate 0.37% among 220,000;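 active = inhibition above about 30%, limit read from the data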;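 note: 0% = full FRET control wells and 100% = background wells lacking eIF4GI fragment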
Ba/F3 V617F tox – lowers viability of Ba/F3 cells expressing EpoR and JAK2V617F. ATP luminescence. inhibition, % at 5.6 µM. hit rate 1.1% among 220,000;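 active = inhibition above the campaign mean plus 3 SD over all tested compounds, cut at about 24% in these data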;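 note: cytokine-independent growth of Ba/F3 cells driven by EpoR plus mutant JAK2; 0% = DMSO-treated cells and 100% = JAK inhibitor I control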
BaF3 tox – reduces parental Ba/F3 cell viability, JAK2V617F counter-screen | inhibition, % at 5.6 µM | hit rate 1.1% among 220,000 | CellTiter-Glo ATP luminescence | AID 1486;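 active = inhibition above a per-campaign cutoff, the mean inhibition of all tested compounds plus 3 SD, cut at about 27% in these data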;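 note: 0% = DMSO wells and 100% = JAK Inhibitor I control wells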
MDM2 E3 inh – blocks human Mdm2 ubiquitin ligase activity; cell-based MDM2 ubiquitination luciferase reporter, 2 h; 0 = plate control, 100 = twice control, blank-subtracted; signal enhancement, % at 5 µM; hit rate 0.11% among 210,000; AID 1230;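 active = signal enhancement of 30% or more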;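 note: luminescence tracks abundance of the self-degrading MDM2-luciferase fusion protein; higher signal means inhibition of MDM2 E3 ligase activity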
Target sequence (Q00987 whole entry, looked up, the tested form may be a part): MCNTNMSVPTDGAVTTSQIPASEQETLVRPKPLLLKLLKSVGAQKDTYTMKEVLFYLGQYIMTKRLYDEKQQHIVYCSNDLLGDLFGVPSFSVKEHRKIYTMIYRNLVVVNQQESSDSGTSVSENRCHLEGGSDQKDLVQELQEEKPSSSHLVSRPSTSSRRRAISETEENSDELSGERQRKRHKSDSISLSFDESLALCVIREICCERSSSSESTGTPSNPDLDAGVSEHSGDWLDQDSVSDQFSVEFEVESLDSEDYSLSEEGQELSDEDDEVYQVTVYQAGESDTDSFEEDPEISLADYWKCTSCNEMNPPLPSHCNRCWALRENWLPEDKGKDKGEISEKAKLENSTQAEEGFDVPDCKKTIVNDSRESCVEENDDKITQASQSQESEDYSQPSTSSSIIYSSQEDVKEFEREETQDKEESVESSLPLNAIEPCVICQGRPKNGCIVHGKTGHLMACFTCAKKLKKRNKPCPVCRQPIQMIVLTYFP
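Material: stable MDM2–luciferase fusion reporter cells / Quantity: 2000 cells/well / Dosing: single 5 µM compound dose, 0.2% final DMSO / Buffer or medium: DMEM / Schedule: 4 h cell settling then 2 h compound exposure, 37 °C / Detection: luminescence with SteadyLite reagent, 15 min at room temperature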
PERK inh – blocks human PERK kinase; Q9NZJ5; CHO PERK-DD fusion, SEAP luminescence translation reporter; inhibition, % at 5.6 µM; hit rate 0.17% among 220,000; AID 1416;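 active = inhibition above the mean inhibition of all tested compounds plus 3 SD, set separately per screening campaign, cut at about 2.9% in these data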;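 note: PERK kinase domain activated by AP20187 dimerizer at 100 nM; 0% = DMSO with dimerizer and 100% = rapamycin at 8.4 µM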
Wee1 stabilizer – human Wee1 degradation inhibition, primary screen. P30291. HeLa Luc-Wee1K328M stability, luciferase luminescence; 100% = proteasome inhibitor MG132 effect. reporter increase, % at 5 µM. hit rate 1.2% among 220,000;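 active = activation above the mean of all tested compounds plus 3 SD, set per screening run, cut at about 8.8% in these data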;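 note: cells exposed to compound for 20 h before luminescence read; 0% = DMSO alone and 100% = MG132 at 30 µM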
S1P4 agonist – agonists of human S1P4 receptor; O95977; S1P4-expressing cell line, agonist reporter assay; activation, % at 4.98 µM; hit rate 0.35% among 220,000; AID 1509; in the data active = activation above about 11%;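 note: 0% = DMSO vehicle and 100% = reference agonist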
NPY-Y2 PAM-ag – potentiates or activates human NPY-Y2 receptor | hit rate 0.45% among 220,000 | AID 1359 | activation, % at 3.6 µM | P49146 | cells expressing NPY-Y2, potentiator/agonist read-out; in the data active = activation above about 27%;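 note: cells stimulated with NPY near EC25 plus isoproterenol at EC100; 0% = vehicle plus submaximal agonist and 100% = vehicle plus saturating agonist; some results beyond the cut were filed as inactive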
Target sequence (P49146 whole entry, looked up): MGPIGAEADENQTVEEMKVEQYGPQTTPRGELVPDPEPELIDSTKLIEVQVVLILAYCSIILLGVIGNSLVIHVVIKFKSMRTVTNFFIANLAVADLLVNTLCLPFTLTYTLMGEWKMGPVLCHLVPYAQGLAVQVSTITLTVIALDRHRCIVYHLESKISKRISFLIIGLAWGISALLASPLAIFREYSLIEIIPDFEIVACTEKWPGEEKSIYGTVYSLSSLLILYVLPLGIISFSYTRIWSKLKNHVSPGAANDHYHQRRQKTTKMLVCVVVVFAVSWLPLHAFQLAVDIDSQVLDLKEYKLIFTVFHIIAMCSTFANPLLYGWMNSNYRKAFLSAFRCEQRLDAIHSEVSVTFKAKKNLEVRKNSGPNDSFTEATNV
S1P4 antagonist – blocks the human S1P4 receptor; S1P4-expressing cells, antagonist mode, reporter read-out; inhibition, % at 4.98 µM; hit rate 0.26% among 220,000; AID 1510; in the data active = inhibition above about 29%;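 note: 0% = wells stimulated with agonist and 100% = vehicle wells without agonist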
Active calls of the source: *; · = no result given; [ ] = remark or other dose.

Structure,eIF4E-4G inh,Ba/F3 V617F tox,BaF3 tox,MDM2 E3 inh,PERK inh,Wee1 stabilizer,S1P4 agonist,NPY-Y2 PAM-ag,S1P4 antagonist
NC(=O)c1sc2nc3c(c(-c4ccc(Cl)cc4)c2c1N)CCCC3,-10,0,4,-10,0.3,1,-0.2,5,7
O=C(NC1CCN(C(=O)N2c3ccccc3Sc3ccccc32)CC1)c1ccccc1Cl,-8,1,3,-6,-1.0,9,0.3,24,-2
N#CC1=C(N)N(c2ccccc2Sc2ccccc2)C(=O)C1,0,4,7,-2,0.8,-2,-1.1,-8,-30
O=C(Nc1nnc(-c2ccc(Cl)cc2)o1)c1nc2ccccc2s1,-2[fluorescence artefact?],-5,0,-13,0.9,0,-1.6,-3,-7
COc1ccc(-n2nnnc2SCC(N)=O)cc1,5,-7,-2,4,1.4,2,-0.4,0,-17
Cc1c(C)[n+](=O)c2c(n1[O-])CCC2,-2,-6,-2,-7,0.7,-3,0.1,8,5
Cc1ccc(NC(=O)CCC(=O)NNS(=O)(=O)c2ccccc2)cc1C,-3[fluorescence artefact?],5,10,-12,0.6,-2,-0.2,2,-2
Cc1cc(NC(=O)c2ccc(S(=O)(=O)N3CCOCC3)cc2)nc2c1c(=O)oc1ccccc12,-50,-4,2,0,0.2,-1,2.4,-10,-10
Cc1cccc(NC(=O)CN2CCSc3ccccc32)c1,2,-2,-1,-6,-0.2,-3,2.2,8,-4
CC(C)n1cc(/C=C2\NC(=O)N(c3cccc(Cl)c3)C2=O)c2ccccc21,-1,-2,5,-7,-0.2,-1,1.6,1,-8
CCN(CC)S(=O)(=O)c1ccc(C(=O)NC2=C(C(=O)OC)SCC2)cc1,-2,3,3,-10,-1.5,4,1.8,1,-20
CCN(c1ccccc1)S(=O)(=O)c1ccc(C(=O)Nc2nnc(CSC)o2)cc1,-1,-1,6,-7,2.0,-1,-0.3,0,-3
Brc1ccccc1OCCCCCN1CCCC1,-20,-5,2,-1,0.8,1,-1.0,7,15
COc1ccc(S(=O)(=O)n2nc(OC(=O)c3ccc(C)cc3)cc2N)cc1,-6,3,5,0,-0.1,3,-2.5,4,-9
O=c1c2ccccc2nc(SCc2cc(F)cc3c2OCOC3)n1Cc1ccco1,-10[fluorescence artefact?],1,0,-11,-0.2,-1,0.0,9,-7
COc1ccccc1CCc1nnc(CCC(=O)NC(C)Cn2nc(C)cc2C)o1 (stereo not drawn),1,-6,3,-8,0.0,-1,3.6,5,-13
O=C(NC1CCCCC1)C1CCN(C(=O)NCc2ccccc2)CC1,9,1,2,-9,-0.3,2,-0.3,7,-21
O=C(Cn1c(-c2ccccc2)noc1=O)Nc1ccc(N2CCCCCC2)cc1,19,-2,3,-13,-0.4,3,-0.6,22,-2
CCn1c(SCC(=O)NNC(=O)c2ccc(OC)cc2)nnc1-c1cccnc1,3,-2,2,-4,1.6,1,0.5,-1,-6
O=C(Cn1[nH]c(=O)c2ccccc2c1=O)OCC(=O)N1CCc2ccccc2C1,-8,-1,2,-25,1.0,-3,-4.0,-1,-2
CC(C)CNC(=S)NNC(=O)c1ccc2c(c1)OCO2,-8,0,6,-9,-0.2,3,-2.0,11,-18
CSc1ncccc1C(=O)OCc1ccccc1,-19,2,3,-11,0.3,-1,-2.7,-16,4
CCCC(C)C(=O)NCc1ccncc1 (stereo not drawn),2,1,7,-6,0.8,-1,-0.5,-10,0
CCN(CCn1cccn1)Cc1nc(Cc2cccc(F)c2)no1,2,2,7,-11,1.1,-1,-0.9,7,-19
Clc1ccccc1OCCCCN1CCCC1,12,1,1,-9,-0.7,-3,-1.7,-8,-1
Cn1c(/C=C/c2ccc([N+](=O)[O-])o2)nc2ccccc2c1=O,2[fluorescence artefact?],87*,67*,-6,-0.6,0,-0.7,-21,-20
COCCn1c(SCC(=O)NC(=O)NC(C)(C)C)nc2ccccc21,8[fluorescence artefact?],-3,2,-19,-0.8,2,-1.4,-5,-6
CCNC(=O)COC(=O)c1ccc(-c2nc3ccccc3s2)s1,0,3,6,-40,-1.7,1,-1.4,6,-11
CCNc1nc(NCC)nc(C(=O)NN)n1,3,-1,2,3,1.4,1,0.3,-7,-20
O=C(CNc1cc(S(=O)(=O)N2CCCC2)ccc1OCC(F)(F)F)Nc1cccc(C(F)(F)F)c1,3,2,9,1,0.1,0,-1.6,12,-9

Structures above that have a thiophene ring, fused or not (two):
Structure,eIF4E-4G inh,Ba/F3 V617F tox,BaF3 tox,MDM2 E3 inh,PERK inh,Wee1 stabilizer,S1P4 agonist,NPY-Y2 PAM-ag,S1P4 antagonist
NC(=O)c1sc2nc3c(c(-c4ccc(Cl)cc4)c2c1N)CCCC3,-10,0,4,-10,0.3,1,-0.2,5,7
CCNC(=O)COC(=O)c1ccc(-c2nc3ccccc3s2)s1,0,3,6,-40,-1.7,1,-1.4,6,-11

Next records.
Structure,eIF4E-4G inh,Ba/F3 V617F tox,BaF3 tox,MDM2 E3 inh,PERK inh,Wee1 stabilizer,S1P4 agonist,NPY-Y2 PAM-ag,S1P4 antagonist
Cc1onc(-c2ccccc2)c1CNC(=O)CN1C(=O)c2ccccc2C1=O,0,-5,-1,0,0.7,-3,2.0,-6,-13
C[C@@H](C(=O)NCc1ccccc1)[C@H]1C[C@]1(C)[C@H](NC(=O)OCc1ccccc1)c1ccccc1,4,0,8,·,-0.1,-2,0.6,0,-3
COc1ccc(OC)c(C(c2nnnn2CCc2ccccc2)N2CCC(C(N)=O)CC2)c1 (stereo not drawn),-2,-1,4,-3,0.9,-2,-1.2,23,13
O=C(Cn1ccc(=O)[nH]c1=O)NCCO,-1,-1,7,-4,0.3,-3,3.2,3,-6
Cc1ccc(SC(C)C(=O)NCc2ccncc2)cc1 (stereo not drawn),7,0,2,-6,0.3,-1,-1.5,8,-10
COC(=O)c1c(NC(=S)NN2CCOCC2)sc2c1CCCC2,1,0,7,2,0.0,-3,-0.2,1,-14
CCOC(=O)N/N=C/c1ccccc1OCc1ccc(Cl)cc1,-1,5,5,-5,-0.5,0,-0.4,-18,-5
COc1cccc(CNC(=O)CCCNS(=O)(=O)c2cccs2)c1,-2,-2,-3,-10,0.3,-1,-0.7,7,-1
COc1ccc2nc(NNC(=O)c3cc(=O)c4ccccc4o3)sc2c1,0,3,0,-11,-0.4,-1,-0.6,-10,-13
CCCOc1ccc(-c2nc(-c3ccc(N)cc3)cs2)cc1,-3,-2,7,·,0.5,-1,-1.0,-7,-4
CCC(C)NC(=O)Nc1ccc(Br)cc1 (stereo not drawn),-2,2,9,-6,-0.1,3,-1.5,3,2
CCOc1nc(NCCc2ccc(OC)c(OC)c2)nc(NC(C)(C)CO)n1,-4,-1,2,-10,-0.6,-2,-1.3,14,-10
Cc1ccc(C(=O)N(CC(=O)NC2CCCCC2)c2ccccc2F)s1,1,1,10,-25,0.1,-1,0.0,-19,9
O=C(Nc1ccc(OCC(F)(F)C(F)F)cc1)c1ccncc1,2,1,7,-7,0.4,2,-0.7,17,6
O=C(O)C1=C[C@@H](c2ccc3c(c2)OCO3)C[C@@H](OCc2ccc(CO)cc2)O1,0,0,-1,·,1.6,4,-0.8,3,-6
CCCc1nc(SCC(=O)Nc2cc(Cl)ccc2OC)c2c(=O)n(C)c(=O)n(C)c2n1,-4,-1,0,-5,1.1,2,0.5,4,-7
O=C(Nc1ccc(Oc2ccccc2)cc1)c1ccco1,3,1,21,-20,0.9,4,-1.5,5,-3
CC(C(=O)NC1C(=O)N2C(C(=O)O)=C(CSc3nnnn3C)CSC12)n1cc(Cl)cn1 (stereo not drawn),5,-3,3,-11,1.2,4,0.6,-7,-8
O=c1[nH]cnc2nc3n(c12)CCCCC3,-7[fluorescence artefact?],0,-1,-10,-0.3,4,-0.8,-4,3
CC(C)(C)c1ccc(C(=O)NCC(=O)OCC(=O)c2ccc3c(c2)-c2ccccc2C3)cc1,17,-3,4,-4,0.7,-2,2.0,-1,-18
COc1ccc(CSc2nc(C)cc(=O)[nH]2)cc1Br,-7,4,7,-32,-0.5,0,2.8,-20,-3
N#CC1=C(Nc2ccccc2)SC=C(c2ccc(Cl)c(Cl)c2)N=C1N1CCOCC1,1,-1,3,-12,0.0,-2,0.2,-2,9
CCc1ccc(NCc2nc3ccccc3c(=O)[nH]2)cc1,·,-2,-1,-14,-0.2,0,0.6,-8,-7
N#CCCn1c2ccccc2c2nc3ccccc3nc21,1[fluorescence artefact?],3,5,-19,-0.1,2,1.1,-3,-5
COc1ccc(S(=O)(=O)N(CC(=O)N2CCN(c3ccccc3OC)CC2)c2ccccc2)cc1,0,2,10,5,-0.6,3,0.1,-2,-8
CCCn1c(CCC(=O)O)ccc1-c1ccc(OC)cc1,4,0,8,-14,0.3,1,0.7,2,2
Cn1c(C(=O)N2CCOCC2)cnc1Sc1ncc(C(F)(F)F)cc1Cl,4[fluorescence artefact?],3,3,0,-1.1,3,2.6,5,-11
CCOC(=O)c1sc2nc(CSc3nc4ccccc4n3CC)[nH]c(=O)c2c1C,-44,-3,-1,-2,2.8,-2,-0.4,8,-8
CCN(CC)C(=O)c1sc2nc(-c3ccccc3)ccc2c1N,-2,2,4,2,0.0,15*,0.4,-17,-5
Cc1ccc(NCCNc2ccc(C)cc2)cc1,4,-4,3,-15,-0.5,-2,1.7,6,2

The results go on:
Structure,eIF4E-4G inh,Ba/F3 V617F tox,BaF3 tox,MDM2 E3 inh,PERK inh,Wee1 stabilizer,S1P4 agonist,NPY-Y2 PAM-ag,S1P4 antagonist
CC(C)c1ccc(NC(=O)C(=O)C2C(=O)Nc3ccccc32)cc1 (stereo not drawn),-1,2,4,-21,-0.2,-1,-1.3,0,0
COC(=O)C1=C(C)NC(C)=C(C(=O)OC)C1c1ccc(N(C)C)cc1,5,-2,5,-12,0.3,-1,-1.3,-8,-6
CCCCCC(=O)C(=O)c1ccc(O)cc1O,1,2,-7,·,0.4,3,1.6,-16,-4
CCCCSc1nc(C)cc(SCC(=O)N/N=C/c2cccc(OC)c2O)n1,-7,2,9,-7,0.0,-3,2.4,3,-3
CCOC(=O)N1CCC(NC(=O)Cn2nc(Cc3ccncc3)c3ccccc3c2=O)CC1,1,-2,3,-11,0.1,3,-3.3,4,-1
N/C(=N\OC(=O)c1ccc2c(c1)OCO2)c1ccc(Br)cc1,2,1,4,-5,0.6,1,-1.5,-5,-17
Cc1csc(NC(=O)CN2C(=O)c3ccccc3C2=O)c1C(N)=O,2,-4,-2,-6,-0.4,0,3.4,-4,-6
CC(NC(=S)Nc1ccccc1)C(c1cccs1)N1CCOCC1 (stereo not drawn),-7,2,-4,-5,0.6,-1,1.1,18,17
C=CCOc1cccc(C(=O)NC(c2ccccc2)C(C)C)c1 (stereo not drawn),-4,4,7,-11,0.3,2,0.1,0,14
COc1cc2c(cc1OC)C1(NCC2)C(=O)Nc2ccccc21 (stereo not drawn),1,0,5,-4,0.3,-2,1.2,-9,-19
CCn1c(SC)nnc1C1CCN(S(=O)(=O)c2ccc(OC)cc2)CC1,0,-1,11,-13,0.0,1,-1.7,-2,4
Cn1c(SCC(=O)Nc2cccc(S(=O)(=O)NC3=NCCCCC3)c2)nnc1-c1ccccc1,-4,0,3,-4,1.3,-1,0.0,4,5
CC(=O)c1ccc(N2CCN(C(=O)CCCn3c(=S)[nH]c4cc5c(cc4c3=O)OCO5)CC2)cc1,-28,-2,2,-5,1.9,-1,2.2,8,-2
